HePTP inhibitor = inhibitors of human HePTP phosphatase, primary screen, biochemical, absorbance, leukemia target | Tyrosine-protein phosphatase non-receptor type 7 (Homo sapiens), P35236 | inhibition, % at 20 µM | AID 521, 2006 | 110,000 compounds, 0.64% hits | recombinant HePTP phosphatase activity, OD absorbance; in the data active means inhibition above about 50%;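 further: plate controls were vehicle for no effect and reference inhibitor for full effect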
Target sequence (P35236 whole entry, looked up): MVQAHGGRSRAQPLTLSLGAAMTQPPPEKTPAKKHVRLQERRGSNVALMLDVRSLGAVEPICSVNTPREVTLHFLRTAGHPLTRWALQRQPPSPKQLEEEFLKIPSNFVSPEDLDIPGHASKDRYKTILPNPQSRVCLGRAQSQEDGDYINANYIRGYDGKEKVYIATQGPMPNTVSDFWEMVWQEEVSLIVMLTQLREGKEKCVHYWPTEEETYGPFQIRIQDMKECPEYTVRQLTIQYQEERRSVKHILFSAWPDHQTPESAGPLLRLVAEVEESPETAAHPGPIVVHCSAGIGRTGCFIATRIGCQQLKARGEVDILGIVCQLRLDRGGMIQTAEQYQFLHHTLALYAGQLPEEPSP
BAP1 block = inhibitors of BAP1 deubiquitinase, primary screen, biochemical, Ub-AMC fluorescence, kinetic; Ubiquitin carboxyl-terminal hydrolase BAP1 (Homo sapiens), Q92560; recombinant BAP1, Ub-AMC hydrolysis fluorescence kinetic; hits give low values; activity remaining (% of control), % at 20 µM; 72,000 compounds, 0.48% hits; AID 436, 2006;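 active means activity remaining at or below 50% of control, provided the compound also passes the data quality filters; inactive means the rest, including low values that fail the filters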;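 further: 100% = DMSO wells rate and 0% = substrate alone blank rate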
Target sequence (Q92560 whole entry, looked up): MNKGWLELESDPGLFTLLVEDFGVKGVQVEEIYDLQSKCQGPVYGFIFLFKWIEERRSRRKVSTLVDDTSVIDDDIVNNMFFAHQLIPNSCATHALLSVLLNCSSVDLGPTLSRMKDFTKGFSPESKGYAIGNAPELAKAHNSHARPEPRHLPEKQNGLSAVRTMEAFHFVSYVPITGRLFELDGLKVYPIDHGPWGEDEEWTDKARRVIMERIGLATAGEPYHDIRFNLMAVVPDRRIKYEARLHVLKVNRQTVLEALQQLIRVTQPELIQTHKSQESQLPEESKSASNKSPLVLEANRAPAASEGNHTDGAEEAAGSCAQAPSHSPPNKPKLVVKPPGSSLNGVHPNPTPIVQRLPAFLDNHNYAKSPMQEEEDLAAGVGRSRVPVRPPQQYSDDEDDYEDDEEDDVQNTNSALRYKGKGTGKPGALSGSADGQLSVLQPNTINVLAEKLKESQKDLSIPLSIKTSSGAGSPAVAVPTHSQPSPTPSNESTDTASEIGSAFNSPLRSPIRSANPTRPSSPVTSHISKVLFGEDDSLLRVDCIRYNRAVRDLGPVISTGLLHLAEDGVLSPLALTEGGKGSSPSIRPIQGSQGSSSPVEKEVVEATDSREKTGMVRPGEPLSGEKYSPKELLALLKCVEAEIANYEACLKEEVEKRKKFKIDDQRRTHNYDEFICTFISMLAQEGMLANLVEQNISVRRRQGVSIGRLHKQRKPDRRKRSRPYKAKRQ
* marks the source's active call; other numbers are inactive results; nt = no result given; & = joins results of further samples. No enrichment for hits; any-hit rate near 0.91%.

SMILES | HePTP inhibitor | BAP1 block
CCOc1ccc(OCC)c(NC(=O)C(NS(=O)(=O)c2ccc3c(c2)oc(=O)n3C)C(C)C)c1 (configuration not stated) | 9 | 121
CCN(CC)c1ccc(C2C3=C(CC(C)(C)CC3=O)Nc3ccc4ccccc4c32)cc1 (configuration not stated) | nt | 61
CCC(C)c1ccc(NC(=O)CCc2ccccc2)cc1 (configuration not stated) | -20 | nt
Cc1cc(C)c2c(n1)nn1c(N3CCN(c4ccccc4C)CC3)cc(C)nc21 | -11 | nt
Cn1ccnc1SCC(=O)Nc1ncc([N+](=O)[O-])s1 | 9 | nt
CCOc1ccc(C2CC(c3ccc(F)cc3)n3ncnc3N2)cc1 (configuration not stated) | 5 | 104
O=C(/C=C/c1ccccc1)Nc1nnc(-c2ccco2)s1 | -8 | nt
O=C(O)CCc1ccc(-c2cccs2)n1Cc1ccco1 | 10 | nt
COc1ccc(CC(=O)NNC(=O)c2cccc(Cl)c2)cc1OC | 12 | nt
CC(C)C(=O)Nc1ccc2oc(-c3ccc(Cl)cc3)nc2c1 | -5 | nt
COc1ccc(NC(=O)c2ccc(CN3CCN(Cc4ccccc4)CC3)cc2)cc1OC | -12 | nt
CC(Oc1cccc(Cl)c1)C(=O)Nc1ccc([N+](=O)[O-])cc1Cl (configuration not stated) | -7 | nt
COc1cccc2c1NC(c1ccc(Br)cc1)C1CC=CC21 (configuration not stated) | -9 | nt
COc1ccc(-c2cc(C(F)(F)F)n3nc(C(=O)NCc4ccco4)c(Cl)c3n2)cc1OC | 3 | nt
O=c1[nH]c2ccccc2nc1Cc1ccccc1 | 2 | nt
COc1ccc([N+](=O)[O-])cc1N(CC(O)CN1CCOCC1)S(=O)(=O)c1ccc(C)cc1 (configuration not stated) | 8 | nt
COc1ccc(OC)c(Nc2cc(-c3ccccc3)nc(N)n2)c1 | 4 | 127
COC(=O)C1=C(N)Oc2cc(C)n(CCc3ccccc3)c(=O)c2C1c1cccnc1 (configuration not stated) | 2 | 73
CN1C(=O)CC(P(=O)(c2ccccc2)c2ccccc2)N(C)C1=O (configuration not stated) | -4 | 87
CCCCN(C)Cc1c(O)ccc2c(-c3ccccc3)cc(=O)oc12 | 10 | 85
O=c1[nH]c(C=Cc2cccs2)c([N+](=O)[O-])c(=O)[nH]1 | nt | 91
CCOC(=O)c1sc(NC(=O)c2c(C)nn(Cc3ccccc3)c2C)cc1C | -3 | nt
COc1ccc(-c2cc(C3CC3)nc(SC)c2C#N)cc1 | -6 | nt
COc1c(C2=CC(=O)N(C)C2=O)c2c(n1C)C(=O)c1ccccc1C2=O | -10 | nt
COc1ccccc1-c1cc(C(=O)NC(C)c2ccccc2)no1 (configuration not stated) | 4 | 100

As entered above.
HePTP inhibitor with COc1ccc(-c2cc(C(F)(F)F)n3nc(C(=O)NCc4ccco4)c(Cl)c3n2)cc1OC : 3
BAP1 block with CN1C(=O)CC(P(=O)(c2ccccc2)c2ccccc2)N(C)C1=O (configuration not stated) : 87
HePTP inhibitor with Cc1cc(C)c2c(n1)nn1c(N3CCN(c4ccccc4C)CC3)cc(C)nc21 : -11

Going on with the list.
SMILES | HePTP inhibitor | BAP1 block
COc1ccc(S(=O)(=O)Nc2cc(C)c(O)cc2C(C)C)cc1 | 7 | 103
O=S(=O)(c1ccc(Oc2ccccc2)cc1)N1CCOCC1 | 3&-2 | 94
c1ccc(-c2nn3nnnc3c3ccccc23)cc1 | 4 | 118
Cc1nc2cc(NC(=O)N3CCC(c4ccccc4)C3)ccc2n1C (configuration not stated) | 9 | 96
COc1ccc(CCC(=O)NCc2ccco2)cc1 | 4 | 64
COC(=O)c1c(NC(=O)C2C3CCC(C3)C2C(=O)O)sc(C)c1-c1ccc(C)cc1 (configuration not stated) | 8 | nt
O=C(C1CCN(S(=O)(=O)c2cccc3nsnc23)CC1)N1CCc2ccccc21 | 0 | 112
COc1ccccc1NC(=O)C(=O)N/N=C/c1cccc(OC)c1O | -13 | nt
Cc1nn(CCc2nn[nH]n2)c2nc(C(F)(F)F)cc(C(F)(F)F)c12 | -8 | nt
Cc1cccc(NC(=O)/C(C#N)=C\c2ccc(OCC(=O)O)cc2)c1 | 10 | nt
CCOC(=O)C1CCN(C(=O)Nc2cccc3ccccc23)CC1 | -4 | nt
CCOc1ccc(C(=O)Nc2ccc(NC(=O)c3ccccc3)c(C)c2)cc1 | -3 | nt
O=C(C1CCCN(S(=O)(=O)c2cccs2)C1)N1CCc2ccccc2C1 (configuration not stated) | 8 | 90
C=CCC1(N(C(C)=O)c2ccccc2)CCCCC1 | 10 | nt
CC(C)OCCCNS(=O)(=O)c1ccc2c(c1)oc(=O)n2C | -1 | 99
O=C(OCc1nc2c(ccc3ccccc32)[nH]1)C1CCCCC1 | -16 | nt
CCn1c(=N)c(C(N)=O)cc2c(=O)n3cccc(C)c3nc21 | 4 | 123
CCOc1cc(C(=S)N2CCCCC2)cc(I)c1O | -12 | nt
CC(=O)N1C(c2cnc(-c3ccccc3)c(C)c2)CC=C(C)C1c1ccccc1 (configuration not stated) | 4 | nt
CC1CCc2c(sc3nc(-c4ccccc4)oc(=O)c23)C1 (configuration not stated) | -9 | nt
O=C(Cn1nc(C(F)(F)F)c2c1CCCC2)Nc1ccc2c(c1)OCO2 | 8 | 92
Cc1ccc(-c2nn(C)c(=O)c3ccccc23)cc1S(=O)(=O)NCCN1CCOCC1 | -5 | 76
COc1ccc(Br)cc1C(=O)Nc1ccc2c(c1)oc1ccccc12 | 5 | nt
Fc1ccccc1N1CCN(Cc2nc(-c3ccc(Cl)cc3Cl)no2)CC1 | 9 | 67
CCOc1cc(C(=O)Nc2c(C)ccc3nsnc23)cc(OCC)c1OCC | 8 | nt

Additional compounds
SMILES | HePTP inhibitor | BAP1 block
Cc1nc2c(c(=O)n1Cc1ccccc1Cl)c1nc3ccccc3nc1n2Cc1ccco1 | 9 | nt
CCCCn1c(SCC(=O)Nc2nnc(C)s2)nnc1-c1ccoc1C | 6 | 96
CCN(CC)CCOC(=O)c1ccc(NC(=O)c2ccc(OC)c(OC)c2)cc1 | -10 | nt
CCC1CCCCN1Cc1c(O)ccc2c(=O)c(-c3ccccc3)coc12 (configuration not stated) | -3 | nt
O=C(Nc1ccccc1NC(=O)c1ccc(F)cc1)c1ccc(F)cc1 | 8 | nt
CCN(Cc1cc2ccccc2[nH]c1=O)C(=O)C1CCCCC1 | 5 | 99
CCn1ncc(C2=NOC(C(=O)Nc3c(C)nn(Cc4ccc(F)cc4)c3C)C2)c1C (configuration not stated) | 14 | 88
CCNS(=O)(=O)c1ccc(S(=O)(=O)N(Cc2ccccn2)C2CCCCC2)cc1 | 9 | 103
OCCNc1cc(-n2nc(-c3ccccc3)cc2-c2ccccc2)ncn1 | 10 | 72
CCc1ccccc1NC(=O)CN(c1ccccc1)S(=O)(=O)c1ccccc1[N+](=O)[O-] | -12 | nt
COc1ccc(NS(=O)(=O)c2ccc([N+](=O)[O-])cc2)cc1Cl | 7 | nt
CC1(C)OC2C(C(=O)O)O[C@@H](n3cnc4c(N)ncnc43)C2O1 (some centres not stated) | -3 | nt
Cc1ccc2nsnc2c1NC(=O)COc1ccc(Br)cc1 | -13 | nt
O=C(CCCCCN1C(=O)CCC1=O)NCc1ccccc1 | 8 | 105
CCOC(=O)c1cnc2nc(NCc3ccc(OC)c(OC)c3)[nH]n2c1=O | 7 | 60
COc1ccccc1N1CCN(C(=O)c2c(C)cc(=O)oc2C)CC1 | -7 | 81
N#CCCn1c(SCC(=O)c2c[nH]c3ccccc23)nc2ccccc21 | 1 | nt
CCCCNC(=O)Nc1cc(C(=O)OC)ccc1C | 10 | 101
CC1(C)NC(=O)N(CC(O)CN2C(=O)c3ccccc3C2=O)C1=O (configuration not stated) | nt | 88
Cn1c(=O)c2c(nc(N3CCCC3)n2CC(O)CO)n(C)c1=O (configuration not stated) | 9 | 79
O=C(c1ccc(Br)o1)N1CCN(c2ccccn2)CC1 | 2 | 61
CCCCCn1c(CN2CCCCC2C)nc2c1c(=O)n(C)c(=O)n2C (configuration not stated) | 4 | 88
CC(C)C1C2=C(CC(C)(C)CC2=O)ON1c1ccccc1 (configuration not stated) | 4 | nt
O=C(Nn1nnnc1Nc1ccccc1)C12CC3CC(CC(C3)C1)C2 | 5 | nt
COC(=O)c1[nH]c2cccc(Cl)c2c1NC(=O)CN(C)C1CCCCC1 | -6 | 95

Continued; the last 6 above are carried over.
SMILES | HePTP inhibitor | BAP1 block
Cn1c(=O)c2c(nc(N3CCCC3)n2CC(O)CO)n(C)c1=O (configuration not stated) | 9 | 79
O=C(c1ccc(Br)o1)N1CCN(c2ccccn2)CC1 | 2 | 61
CCCCCn1c(CN2CCCCC2C)nc2c1c(=O)n(C)c(=O)n2C (configuration not stated) | 4 | 88
CC(C)C1C2=C(CC(C)(C)CC2=O)ON1c1ccccc1 (configuration not stated) | 4 | nt
O=C(Nn1nnnc1Nc1ccccc1)C12CC3CC(CC(C3)C1)C2 | 5 | nt
COC(=O)c1[nH]c2cccc(Cl)c2c1NC(=O)CN(C)C1CCCCC1 | -6 | 95
O=C(Nc1cccnc1)c1cnn2c1NC(c1cccs1)CC2C(F)(F)F (configuration not stated) | 7 | nt
c1ccc(-c2nc(CSc3nnc(-c4cccs4)o3)cs2)cc1 | 5 | 73
O=C(NC(=S)Nc1ccc2oc(-c3ccc(Cl)c(Cl)c3)nc2c1)c1ccccc1 | -14 | nt
CCCCCCNC(=O)C(C(=O)OCC)C1CCCCC1 (configuration not stated) | -11 | 94
CCCCC1CCC(/C(N)=N/O)CC1 (configuration not stated) | -13 | 92
CC(C)(C)C1CCc2c(sc3ncn(N)c(=N)c23)C1 (configuration not stated) | 17 | nt
Cc1cc(C)nc(Nc2nc3ccccc3s2)n1 | 6 | nt
Cc1cc2cc(CCNC(=O)C(C)C)c(=O)[nH]c2cc1C | nt | 82
COc1cccc(C(=O)Nc2cccc(-c3nc4ncccc4o3)c2C)c1 | 3 | 96
COc1ccccc1C(=O)O/C(=C/c1nc2ccccc2n1C)c1ccccc1OC | -8 | nt
CCN(CC)S(=O)(=O)c1ccc(NC(=O)Cn2c(=O)sc3ccccc32)cc1 | nt | 85
CN1C(=O)C(=Cc2cccc(OCCOc3ccccc3)c2)C(=O)N(C)C1=O | -9 | nt
CCN(CC)C(=O)c1ccc(CS(=O)(=O)c2ccc(OC)cc2)o1 | -2 | 88
Cc1ccccc1-c1nnc(-c2ccc(Br)cc2)o1 | 3 | 112
CCOC(=O)c1cnn(C(=O)OCC)c1N | -4 | nt
CCCN1C/C(=C\c2ccccc2)C(=O)/C(=C/c2ccccc2)C1 | -9 | nt
O=C(Nc1ccc2nn(-c3ccc(F)cc3)nc2c1)c1ccc([N+](=O)[O-])cc1 | -11 | nt
O=C(c1nc2ncccn2n1)N1CCN(c2ccc(F)cc2)CC1 | 2 | 72
COc1cc(-c2nnc(CSc3nc4ccccc4s3)o2)cc(OC)c1OC | 5 | 81
CCOC(=O)c1ccc(NC(=O)C(=O)NCCCOC)cc1 | 5 | nt
COc1ccc(C(c2nnnn2C2CCCC2)N2CCC(C)CC2)c(OC)c1 (configuration not stated) | -3 | 115
CCOc1ccc(N(CC(=O)Nc2ccc(C)cc2C)S(=O)(=O)c2ccc(SC)cc2)cc1 | -8 | nt
C/C(O)=C/c1nc2ccccc2n(-c2ccccc2)c1=O | -12 | nt
COc1ccccc1NC(=O)C1=C(C)NC(=O)NC1c1cccc(OC)c1OC (configuration not stated) | 7&2 | 98
CCOc1ccc2nc(SCC#N)c(C#N)cc2c1 | -10 | 112

An excerpt from above in order of their number in BAP1 block, rising.
| compound | HePTP inhibitor | BAP1 block |
| --- | --- | --- |
| CCOC(=O)c1cnc2nc(NCc3ccc(OC)c(OC)c3)[nH]n2c1=O | 7 | 60 |
| Cc1nc2cc(NC(=O)N3CCC(c4ccccc4)C3)ccc2n1C (configuration not stated) | 9 | 96 |
| COc1ccccc1-c1cc(C(=O)NC(C)c2ccccc2)no1 (configuration not stated) | 4 | 100 |

More entries follow:
SMILES | HePTP inhibitor | BAP1 block
Cc1ccc(CNC(=O)C(C)Oc2ccc(Cl)cc2Cl)cc1 (configuration not stated) | 5 | nt
Cc1cn(C(=O)c2cccc(Br)c2)c(C)n1 | -4 | 85
CCOc1ccc2nc(N(C)C)[nH]c2c1 | 6 | nt
CCCCC(=O)Nc1ccc2c3c(cccc13)C(=O)N2CC | 2 | 97
NC(=O)C1CCN(CCC(=O)Nc2cccc(Cl)c2)CC1 | 4 | 110
CCn1c(CNC(=O)c2cccc(C)c2)nnc1SCC(=O)Nc1cccc(OC)c1 | 1 | 58
N#CC1=C(N)S[C@H](C(=O)C23CC4CC(CC(C4)C2)C3)[C@H]1c1ccncc1 | -2 | 101
O=C(c1ccco1)N1CCN(C(=O)c2cc3sccc3n2Cc2ccccc2)CC1 | 8 | 91
Cc1cc(C)nc(NS(=O)(=O)c2ccc(NC(=S)NC(=O)c3ccc(Br)cc3)cc2)n1 | 5 | nt
O=C1S/C(=C/c2ccc(-c3ccc([N+](=O)[O-])cc3Cl)o2)C(=O)N1c1ccccc1 | -11 | nt
Cc1cc(Cl)ccc1OCC(=O)O/N=C(\N)c1ccncc1 | -14 | nt
Cc1cc(C)c2cc(CN(CCO)C(c3nnnn3Cc3ccc(F)cc3)C(C)C)c(=O)[nH]c2c1 (configuration not stated) | -5 | 68
COc1ccc2nc(NC(=O)C3CCN(S(=O)(=O)c4cccc5nsnc45)CC3)sc2c1 | 0 | 53
CSCCc1nc(SCC(=O)Nc2nnc(C)s2)[nH]c1C | 8 | 141
CC1CCCN(C(=O)Cc2ccc(F)cc2)C1 (configuration not stated) | 3 | 70
O=C(N1CCOCC1)N1CCN(c2ccccc2F)CC1 | 2 | 93
COc1ccc(Cl)cc1NC(=O)CN(c1ccc(C)cc1)S(=O)(=O)c1ccc(F)cc1 | 3 | nt
CC12CC3CC(C1)CC(CC(=O)O)(C3)C2 | 8 | nt

Screening data as filed in PubChem BioAssay.
